Nrf2 block = blocks Nrf2 signaling; A549 ARE-Fluc reporter, luciferase luminescence, 18-24 h; Potency, µM (highest dose often 46 µM), inactives show top-dose activity change, negative = inhibition, hits mostly inhibitors; 2.1% of 360,000 active; AID 504444; also: potency is read from the fitted curve at half-maximal effect; % is scaled to controls: 0 for no effect and ±100 for the full control effect; nearly all actives have a fitted effect of over 60% in size
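Reporter: ARE-Fluc in A549. Exposure: 18-24 h, 37 °C, 5% CO2, 5% FBS OPTI-MEM. Readouts: fluorescent cytotoxicity (CellTiter-Fluor), then luminescent Nrf2 signal after BugLite.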
Nrf2 activator = activates Nrf2 signaling; AREc32 ARE-luciferase reporter (MCF7-derived line), luminescence, 24 h; Potency, µM (highest dose often 46.1 µM), inactives show at the top dose activation, hits mostly activators; 0.31% of 410,000 active; AID 624171; also: potency is read from the fitted curve at half-maximal effect; % of control where 0% means no effect; nearly all actives have a fitted effect of over 65% in size
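AREc32 cells carrying an ARE-driven firefly luciferase, 1000 cells/well in OPTI-MEM with 5% FBS, dosed after overnight attachment and incubated 24 hr at 37 deg C. Steady-Glo luminescence read after 30 min at RT.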
TGFb inhibitor = inhibitors of TGF-b signaling; HepG2 CAGA-GFP TGF-b/SMAD3 reporter, GFP fluorescence, 18 h; TGF-beta stimulated, 500 pg/mL final; Potency, µM (series often up to 46.1 µM), for the others: at the highest dose activity, negative = inhibition, actives largely listed as inhibitors; 1.2% of 410,000 active; also: potency is read from the fitted curve at half-maximal effect; % is scaled to controls: 0 for no effect and ±100 for the full control effect; nearly all actives have a fitted effect of over 65% in size
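HEPG2 CAGA-GFP cells (1000/well, DMEM with 1% FBS) were pre-incubated 2 h at 37 degrees C, given compound by pin tool, then stimulated with TGF-beta at 500 pg/mL final for 18 h before per-cell GFP fluorescence imaging.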
pAkt inh = blocks phosphorylation of Akt | 0.32% of 360,000 active | AID 651550 | activity change, % for hits at 50 µM | Neuro2A IGF-stimulated pAkt S473 HTRF, 20 min; hits give low values; in the data active = activity change below about -80%; inconclusive = mostly about -51% to -80%; also: % is scaled to controls: 0 for no effect and ±100 for the full control effect
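Single-point screen (50 µM final compound) in Neuro2A cells stimulated 20 min with 6 nM IGF at 37 deg C. After lysis, Ser473-phosphorylated Akt read by HTRF (ex 330 nm, em 615/665 nm) as the 665/615 ratio.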
ATXN viability = viability counter-screen for ATXN expression inhibitors. Potency, µM (series often up to 56.7 µM), actives largely listed as cytotoxic. 0.49% of 400,000 active. S2 cells (HEK-293 line with an ATXN2-luciferase reporter) viability, CellTiter-Fluor protease fluorescence, 24 h; also: potency is read from the fitted curve at half-maximal effect; nearly all actives have a fitted effect of over 40% in size
HepG2 tox = counter-screen for TGF-b inhibitors: cytotoxicity in HepG2 cells | HepG2 CAGA-GFP viability, ATP luminescence, 18 h | 0.76% of 410,000 active | Potency, µM (top dose mostly 46.1 µM), without a hit: at the highest dose activity change, negative = cytotoxicity, usual class: cytotoxic; also: potency is read from the fitted curve at half-maximal effect; some results filed as inactive show a strong effect at the top dose
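HepG2 CAGA-GFP cells (1000/well, DMEM with 1% FBS) received compound, then TGF-beta at 500 pg/mL final, and were incubated 18 hours at 37 degrees C. Viability was read by CellTiter-Glo luminescence. Media-only wells were set as complete cell-killing and DMSO as no toxicity.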
Mm-Cpn inhibitor = blocks the Methanococcus maripaludis chaperonin Mm-Cpn; Potency, µM (doses to about 76.9 µM), without a hit: at the highest dose activity, negative = inhibition, hits mostly inhibitors; 0.031% of 330,000 active; AID 504842; purified Mm-Cpn ATPase, ADP Transcreener TR-FRET; also: potency is read from the fitted curve at half-maximal effect; % is scaled to controls: 0 for no effect and ±100 for the full control effect; nearly all actives have a fitted effect of over 80% in size
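TR-FRET (320 nm excitation; 590 and 665 nm emission) reports ADP made from 10 uM ATP by 25 nM enzyme; compounds were preincubated 10 min, reaction run 30 min, both at 37°C.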
A549 tox = counter-screen for Nrf2 inhibitors: cytotoxicity in A549 cells | 0.16% of 390,000 active | Potency, µM (highest dose often 46 µM), inactives show at the highest dose activity change, negative = cytotoxicity, most hits filed as inhibitors | A549 ARE-Fluc cells, CellTiter-Fluor viability, 18-24 h; also: potency is read from the fitted curve at half-maximal effect; % is scaled to controls: 0 for no effect and ±100 for the full control effect
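A549 ARE_Fluc cells in 5% FBS OPTI-MEM were exposed to compounds in concentration-response for 18-24 h at 37 deg C. Viability was read by CellTiter-Fluor fluorescence (Ex 405/Em 525) after 30 min, before the luciferase read.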
CCT chaperon mod = modulators of cytosolic chaperonin (CCT/TRiC) activity; purified chaperonin ATPase assay, HTRF ADP detection, 30 min; activity change, % (concentration not given with the values), hits read low; 0.3% of 360,000 active; AID 651819; in the data active = activity change below about -30%; also: % is scaled to controls: 0 for no effect and ±100 for the full control effect
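First, chaperonin was dispensed at 40 nM or 20 nM final depending on batch activity. Next, compounds were pinned at 76 uM and ATP added at 10 uM. After 30 min at 37 °C, ADP detection reagents ran 30 min at ambient temperature.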
An asterisk follows results filed as active; i = inactive; ? = inconclusive; . = not tested or not shown; [ ] = dose if it differs, or a comment. Unless noted, calls follow the shape of the dose curve; as a rule, active = well fitted curve in the direction sought with a large enough effect; inconclusive = small, poorly fitted or top-dose-only effect, or another doubt; inactive = no such curve, though single readings can be large; an effect the other way counts as inactive or inconclusive. Compounds as they come. Share with any hit: about 4.4%.

cpd	molecule	pAkt inh	Nrf2 activator	ATXN viability	TGFb inhibitor	Mm-Cpn inhibitor
1	O=C(NCCCN1CCOCC1)/C(=C/c1ccco1)NC(=O)c1ccccc1	i	-0.5%	i	5%	2%
2	CC(=O)Nc1ccc(C=CC(=O)c2ccc([N+](=O)[O-])cc2)cc1	i	-0.5%	i	-1%	.
3	CCCCn1nnnc1C(c1cc2ccccc2o1)N1CCOCC1 (stereo not drawn)	i	-0.2%	i	.	.
4	O=C(NCCCn1ccnc1)c1cc(-c2cccnc2)nc2ccc(Br)cc12	i	4.8%	i	-7%	-10%
5	Cc1ccc(SCC(=O)NCCCN2CCOCC2)cc1	i	0.1%	i	10%	1%
6	Cc1cccc(NC(=O)c2ccc3[nH]c(=O)c(=O)[nH]c3c2)n1	i	-0.6%	i	14%	2%
7	CC(C)OCCCn1c(SCC(=O)Nc2ccccc2C(F)(F)F)nc2nccnc2c1=O	i	-0.8%	i	13%	1%
8	COc1ccc(C2NCCC3(O)CCCCC23)c(OC)c1OC (stereo not drawn)	i	-0.1%	i	0%	1%

cpd	Nrf2 block	A549 tox	HepG2 tox	CCT chaperon mod
1	-8%	-8%	21%	-0.5
2	.	.	-7%	0.3
3	.	.	.	0.8
4	16%	-4%	-1%	3.1
5	.	-1%	0%	1.3
6	-1%	-6%	1%	1.0
7	11%	-1%	2.5µM*	1.1
8	20%	0%	-2%	2.6

(listing goes on)
cpd	molecule	pAkt inh	Nrf2 activator	ATXN viability	TGFb inhibitor	Mm-Cpn inhibitor
9	N#Cc1ccc(C(=O)Nc2ccc(Cl)c(-c3nc4cc(Cl)ccc4o3)c2)c(F)c1	.	8.4%	?	-4%	.
10	Cc1occc1C(=O)N1N=C(C2CC2)CC1(O)C(F)(F)F (stereo not drawn)	i	0.2%	i	-13%	-2%
11	COc1ccc(CCNC(=O)c2ccc(CS(=O)Cc3ccc(Cl)cc3)o2)cc1OC (stereo not drawn)	i	-1.4%	i	6%	-1%
12	CCc1nn(C(C)C(=O)N2CCN(c3ccc(OC)cc3)CC2)c(=O)c2cc3occc3n12 (stereo not drawn)	.	0.0%	?	?	-2%
13	O=C(COc1ccc(F)cc1)Nc1ccccc1C(=O)OCc1cc(=O)n2nc(C3CC3)sc2n1	.	2.3%	i	-3%	.
14	COc1cc2ccccc2cc1C(=O)Nc1ccc(C)cc1	i	16%	i	?	-7%
15	O=S1(=O)C=C(SCCN2CCCCC2)c2ccccc21	i	?	i	1%	-2%
16	COc1cc(CN2CCNC(=O)C2CC(=O)N(C)CCN2CCOCC2)cc(OC)c1 (stereo not drawn)	i	2.5%	i	-3%	-1%

cpd	Nrf2 block	A549 tox	HepG2 tox	CCT chaperon mod
9	?	-16%	-22%	.
10	4%	-1%	-1%	-1.2
11	-3%	-2%	-4%	2.6
12	9%	7%	-22%	-0.8
13	.	0%	3%	.
14	?	-2%	-61%	1.8
15	0%	-9%	-47%	1.4
16	21%	2%	-17%	-0.5

The list continues.
cpd	molecule	pAkt inh	Nrf2 activator	ATXN viability	TGFb inhibitor	Mm-Cpn inhibitor
17	COc1ccc(C(c2c(O)cc(C)n(Cc3ccco3)c2=O)N2CCCCC2)cc1OC (stereo not drawn)	.	-0.4%	.	0%	.
18	O=C(Nc1ccncc1)C1CC1c1ccccc1 (stereo not drawn)	i	0.1%	i	-17%	2%
19	O=C(Nc1ccnn1C1CCN(Cc2ccccc2OC(F)F)CC1)c1cccnc1	i	2.2%	i	-7%	2%
20	O=C(O)c1cccc(NC(=O)c2cccc(S(=O)(=O)Nc3cccc([N+](=O)[O-])c3)c2)c1	i	0.1%	i	-10%	2%
21	COc1ccc(C2=Nc3nc(-c4ccccc4)cn3C(c3ccc(OC)cc3)C2)cc1 (stereo not drawn)	i	6.0%	.	-21%	-4%
22	CCCc1nnc(NC(=O)CCC(=O)N2CCN(CCn3c(C)ccc3C)CC2)s1	i	0.0%	i	-15%	3%
23	COc1ccc(S(=O)(=O)N2CCN(C(=O)NCc3ccc(C)cc3)CC2)cc1	i	0.1%	i	?	1%
24	Cc1cccc(NC(=O)NCc2cccnc2)c1C	i	-0.5%	i	-8%	-2%

cpd	Nrf2 block	A549 tox	HepG2 tox	CCT chaperon mod
17	.	15%	-16%	.
18	?	-9%	-14%	-2.1
19	-16%	0%	-11%	-4.3
20	-7%	3%	12%	0.1
21	-2%	-13%	-6%	1.2
22	6%	0%	-12%	1.4
23	-9%	1%	-1%	0.7
24	0%	14%	-8%	3.5

Additional results.
cpd	molecule	pAkt inh	Nrf2 activator	ATXN viability	TGFb inhibitor	Mm-Cpn inhibitor
25	O=S1(=O)CCC(=Nc2ccc(Cl)cc2)c2ccsc21	i	0.3%	i	-1%	0%
26	CC(C)(C)S(=O)N1Cc2cc(CO)cc(-c3ccccc3)c2[C@@H]1CCO (stereo partly drawn)	i	2.4%	i	?	.
27	COc1ccc2nc(SCC(=O)Nc3ccccc3OC)[nH]c2c1	i	-0.5%	i	-11%	-7%
28	Cc1ccc([N+](=O)[O-])cc1N=C1C(=O)Nc2ccccc21	i	?	i	1%	0%
29	CC(O)c1nc2ccccc2n1Cc1ccccc1 (stereo not drawn)	i	1.3%	i	6%	0%
30	CC(C)Oc1ccc(CN2CCC2(C)C(=O)NCc2cccc3ccccc23)cc1 (stereo not drawn)	i	0.6%[9.22 µM]	?	?	.
31	COc1cc(C(=O)N2CCN(c3ccccn3)CC2)cc(OC)c1OC	i	-0.4%[9.22 µM]	i	13%	-1%
32	Cc1ccc(/C=C(/C#N)C(=O)NC(C)c2ccccc2)o1 (stereo not drawn)	i	0.3%	i	1%	3%

cpd	Nrf2 block	A549 tox	HepG2 tox	CCT chaperon mod
25	-6%	13%	4%	1.5
26	16%	1%	-15%	-0.7
27	-28%	-2%	24%	3.0
28	-28%	-8%	-15%	1.3
29	-3%	-6%	-2%	-1.0
30	.	.	-64%	1.2
31	-2%	-2%	3%	1.0
32	-9%	1%	-26%	1.6

A different layout for ten compounds above:
21	COc1ccc(C2=Nc3nc(-c4ccccc4)cn3C(c3ccc(OC)cc3)C2)cc1 (stereo not drawn)
22	CCCc1nnc(NC(=O)CCC(=O)N2CCN(CCn3c(C)ccc3C)CC2)s1
23	COc1ccc(S(=O)(=O)N2CCN(C(=O)NCc3ccc(C)cc3)CC2)cc1
24	Cc1cccc(NC(=O)NCc2cccnc2)c1C
25	O=S1(=O)CCC(=Nc2ccc(Cl)cc2)c2ccsc21
26	CC(C)(C)S(=O)N1Cc2cc(CO)cc(-c3ccccc3)c2[C@@H]1CCO (stereo partly drawn)
27	COc1ccc2nc(SCC(=O)Nc3ccccc3OC)[nH]c2c1
screen / no.	21	22	23	24	25	26	27
pAkt inh	i	i	i	i	i	i	i
Nrf2 activator	6.0%	0.0%	0.1%	-0.5%	0.3%	2.4%	-0.5%
ATXN viability	.	i	i	i	i	i	i
TGFb inhibitor	-21%	-15%	?	-8%	-1%	?	-11%
Mm-Cpn inhibitor	-4%	3%	1%	-2%	0%	.	-7%
Nrf2 block	-2%	6%	-9%	0%	-6%	16%	-28%
A549 tox	-13%	0%	1%	14%	13%	1%	-2%
HepG2 tox	-6%	-12%	-1%	-8%	4%	-15%	24%
CCT chaperon mod	1.2	1.4	0.7	3.5	1.5	-0.7	3.0

28	Cc1ccc([N+](=O)[O-])cc1N=C1C(=O)Nc2ccccc21
29	CC(O)c1nc2ccccc2n1Cc1ccccc1 (stereo not drawn)
30	CC(C)Oc1ccc(CN2CCC2(C)C(=O)NCc2cccc3ccccc23)cc1 (stereo not drawn)
screen / no.	28	29	30
pAkt inh	i	i	i
Nrf2 activator	?	1.3%	0.6%[9.22 µM]
ATXN viability	i	i	?
TGFb inhibitor	1%	6%	?
Mm-Cpn inhibitor	0%	0%	.
Nrf2 block	-28%	-3%	.
A549 tox	-8%	-6%	.
HepG2 tox	-15%	-2%	-64%
CCT chaperon mod	1.3	-1.0	1.2

Continued.
cpd	molecule	pAkt inh	Nrf2 activator	ATXN viability	TGFb inhibitor	Mm-Cpn inhibitor
33	CC(=O)N1c2ccc(S(=O)(=O)NCCC(=O)NCc3ccc(Cl)cc3)cc2CC1C (stereo not drawn)	i	0.3%	i	-5%	0%
34	COc1ccccc1NC1=NC(CO)(CO)CS1	i	0.1%	i	14%	-1%
35	CN(Cc1ccccc1)C(=O)N[C@@H](Cc1ccccc1)C(=O)O	i	-0.7%	i	-5%	0%
36	c1ccc(CSc2ccc(-c3ccco3)nn2)cc1	i	21%	i	11%	1%
37	Cc1ccccc1/[N+]([O-])=C/c1cccs1	i	-0.4%	?	15%	-3%
38	O=C(CN1CCN(Cc2ccc3c(c2)OCO3)CC1)NCC(F)(F)F	i	-0.2%	i	-17%	-2%
39	CCc1nnc(NC(=O)CSc2nc3cc(OC)c(OC)cc3cc2C)s1	i	3.0%	i	3%	-22%
40	Cc1cc(NS(=O)(=O)c2ccc(NC(=O)CN3C(=O)NC(C)(c4ccccc4)C3=O)cc2)nc(C)n1 (stereo not drawn)	i	-0.2%	i	12%	2%
41	CCC(C)(C)c1ccc(OCCCC[n+]2ccccc2)c(C(C)(C)CC)c1	i	-3.3%	i	?	2%
42	Clc1ccc(Cc2nc(-c3cccnc3)no2)cc1	i	0.8%	i	0%	-10%

cpd	Nrf2 block	A549 tox	HepG2 tox	CCT chaperon mod
33	?	2%	-10%	-0.1
34	4%	2%	12%	-0.8
35	6%	3%	1%	2.4
36	?	1%	3%	-0.3
37	13%	-4%	-3%	-1.5
38	-1%	4%	-7%	-1.9
39	20%	9%	2%	-1.4
40	-2%	6%	-2%	2.2
41	23µM*	?	-104%	-0.1
42	11%	22%	-6%	-12
